Screening data as filed in PubChem BioAssay.
TrxR1 inh: inhibitors of rat thioredoxin reductase 1; Potency, µM (doses to about 114 µM), for inactives: at the top dose activity change, negative = inhibition, most hits filed as inhibitors; O89049; 390,000 compounds, 1% hits; recombinant rTrxR1, NADPH fluorescence consumption, selenite substrate; AID 588453; also: potency is read from the fitted curve at half-maximal effect; % is scaled to controls: 0 for no effect and ±100 for the full control effect; nearly all actives have a fitted effect of over 65% in size
Target sequence (O89049 whole entry, looked up): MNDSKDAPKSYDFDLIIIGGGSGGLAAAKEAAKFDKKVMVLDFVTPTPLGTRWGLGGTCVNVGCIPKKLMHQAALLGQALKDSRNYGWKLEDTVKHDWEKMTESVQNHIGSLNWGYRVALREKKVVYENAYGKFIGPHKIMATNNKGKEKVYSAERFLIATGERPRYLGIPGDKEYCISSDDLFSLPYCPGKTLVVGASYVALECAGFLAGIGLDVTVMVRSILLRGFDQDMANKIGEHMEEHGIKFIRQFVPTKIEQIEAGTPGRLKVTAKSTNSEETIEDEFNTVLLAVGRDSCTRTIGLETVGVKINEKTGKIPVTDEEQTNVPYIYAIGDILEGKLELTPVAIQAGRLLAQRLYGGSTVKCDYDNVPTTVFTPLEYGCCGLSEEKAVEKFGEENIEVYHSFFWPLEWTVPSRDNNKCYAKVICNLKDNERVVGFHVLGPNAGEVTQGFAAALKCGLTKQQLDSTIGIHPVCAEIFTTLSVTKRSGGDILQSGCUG
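Rat TrxR1 (90 nM in the dispensed reagent) was pre-reduced with 400 uM NADPH for 5 min at room temperature, then incubated with compound for 15 min. After 400 uM selenite was added, NADPH fluorescence (Ex 340/Em 450 nm) was followed for 8 min.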
mIDH1 inhibitor: blocks human mutant IDH1 R132H enzyme; IDH1-R132H enzyme, NADPH consumption, diaphorase/resazurin fluorescence; 390,000 compounds, 0.093% hits; Potency, µM (highest dose often 76.6 µM), for the others: top-dose activity change, negative = inhibition, usual class: inhibitors; also: potency is read from the fitted curve at half-maximal effect; % is scaled to controls: 0 for no effect and ±100 for the full control effect; nearly all actives have a fitted effect of over 65% in size
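IDH1-R132H (0.5 ug/mL dispensed) in pH 7.5 Tris buffer was preincubated 30 min with compound, then given a substrate mix of 0.016 mM NADPH and 2 mM alpha-KG for 80 min at room temperature; remaining NADPH was read by diaphorase/resazurin fluorescence.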
D2 antag: antagonizes the human D2 dopamine receptor; P14416; HEK293 TREx D2 cells, calcium flux, dopamine EC80; inhibition, % at 10 µM; 340,000 compounds, 2% hits; AID 485344; in the data active = inhibition above about 30%; also: 0% is about no effect
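Calcium flux kinetic readout in an inducible HEK293 TREx D2 line plated overnight at 30 C. After 180 s compound exposure, an EC80 dopamine challenge follows with another 180 s kinetic read to detect antagonism.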
D2 ag: activates the human D2 dopamine receptor. HEK293 T-REx D2 cells, calcium flux agonist mode. activation, % at 2 µM. 340,000 compounds, 0.53% hits;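 active = activation over 3 SD above normal in the single-dose calcium agonist read, cut at about 30% in these data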; also: 0% is about no effect
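Agonism scored from kinetic calcium signal (1 read/sec, 180 s) following compound pin transfer, after a 10 s baseline. Cells: HEK293 Trex line expressing inducible D2 receptor coupled to calcium, dye-loaded after overnight culture at 30 C.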
Pin1 inh: blocks the human prolyl isomerase Pin1. AID 504891. Pin1 FP peptide displacement, HiFluor488, 10 min. Potency, µM (top dose mostly 115 µM), for the others: at the top dose activity, negative = inhibition, actives largely listed as inhibitors. Q13526. 390,000 compounds, 0.009% hits; active = well fitted inhibition curve with a large enough effect in the polarisation, with a control signal flat, not every such curve was filed as active; inconclusive = small, poorly fitted or top-dose-only effect, or effect the other way, or a change in a side signal; inactive = no such curve, though single readings can be large or run the other way; the % refers to the polarisation; also: potency is read from the fitted curve at half-maximal effect; % is scaled to controls: 0 for no effect and ±100 for the full control effect
Target sequence (Q13526 whole entry, looked up): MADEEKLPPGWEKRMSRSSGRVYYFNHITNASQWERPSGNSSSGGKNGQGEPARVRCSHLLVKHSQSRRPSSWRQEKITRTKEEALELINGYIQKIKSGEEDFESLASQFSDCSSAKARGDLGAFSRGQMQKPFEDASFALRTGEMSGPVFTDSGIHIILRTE
TrxR1 substrate: is turned over as a substrate by rat TrxR1; O89049; Potency, µM (top dose mostly 114 µM), for inactives: top-dose activity change, negative = substrate turnover; 390,000 compounds, 0.01% hits; purified TrxR1 substrate turnover, NADPH consumption readout; AID 588456; also: potency is read from the fitted curve at half-maximal effect; % is scaled to controls: 0 for no effect and ±100 for the full control effect; nearly all actives have a fitted effect of over 50% in size
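Rat TrxR1, dispensed at 90 nM, was prereduced with 400 uM NADPH (final) for 5 min at ~22 deg C, then incubated with compound 15 min before 400 uM selenite. A first-read NADPH fluorescence drop versus no-compound background flagged substrates.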
USP1 inh: USP1/UAF1 (human) deubiquitinase inhibition; recombinant USP1/UAF1, Ub-Rhodamine cleavage fluorescence; 390,000 compounds, 0.23% hits; Potency, µM (titrated, usually from 57.1 µM), for inactives: at the top dose activity change, negative = inhibition, most hits filed as inhibitors; O94782; also: potency is read from the fitted curve at half-maximal effect; % is scaled to controls: 0 for no effect and ±100 for the full control effect; nearly all actives have a fitted effect of over 60% in size; inactives centre near -12
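USP1/UAF1 complex (1 nM) preincubated 15 min at room temperature with compound, then Ub-Rho substrate (150 nM final) added. Kinetic fluorescence at 480/540 nm over 6 reads at 60 s intervals; 50 mM HEPES pH 7.8, 0.5 mM EDTA, 0.1 mg/ml BSA, 1 mM TCEP, 0.01% Tween-20.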
TRHR agonist: TRH receptor (human) agonism | P34981 | TRHR cells, calcium flux fluo-8, FDSS agonist mode | activation, % at 2 µM | 360,000 compounds, 0.18% hits; in the data active = activation above about 30%; also: 0% is about no effect
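Agonist-mode FDSS calcium read (Ex 480/Em 530, 1 s cycles) in 1536-well TRHR cells with fluo-8 dye, after 10-cycle baseline and 23 nL compound addition; TRH at EC20 (10 nM final) added afterwards for the enhancer phase.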
TRHR PAM: allosteric enhancers of human TRH receptor | AID 493056 | TRHR cells, fluo-8 calcium fluorescence, EC20 TRH enhancement | enhancement, % at 2 µM | 360,000 compounds, 0.66% hits | P34981; in the data active = enhancement above about 30%; also: 0% is about no effect
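TRHR-expressing cells loaded with fluo-8 calcium dye were read kinetically (ex 480/em 530) during compound addition, then stimulated with an EC20 of TRH (10 nM final). Enhancement of the Gq-mediated intracellular calcium response was scored.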
* hit, by the source's call; ? = inconclusive; / = no result given; [ ] = dose if it differs, or a comment. Unless noted, calls follow the shape of the dose curve; as a rule, active = well fitted inhibition curve with a large enough effect; inconclusive = small, poorly fitted or top-dose-only effect; inactive = no such curve, though single readings can be large or run the other way.

item	canonical_smiles	mIDH1 inhibitor	Pin1 inh	TrxR1 inh	D2 ag	USP1 inh
1	CC1(C)CC(=O)C(=Cc2cn(-c3ccccc3)nc2-c2ccccc2)C(=O)C1	-6%	-3%	?	/	-25%
2	COc1ccc(NCc2nnc(SCC(=O)N3CCCc4ccccc43)n2C)cc1	1%	0%	7%	0.2	-19%
3	O=C(CCNc1n[nH]c(=O)[nH]c1=O)N/N=C/c1ccc(Cl)cc1	11%	0%	7%[57.1 µM]	0.1	-13%
4	Cc1ccc(-c2nc3ccccc3[nH]2)cc1NC(=O)COc1ccccc1[N+](=O)[O-]	-17%	11%	5%	0.7	13%
5	COc1ccc(C2CC(=O)c3sc(NC(C)=O)nc3C2)cc1 (centres undefined)	-2%	3%	-10%	-1.8	-14%
6	CC(OC(=O)c1ccc2ccccc2n1)C(=O)c1ccccc1 (centres undefined)	-3%	-1%	21%	0.2	-17%
7	COCCN(C(=O)c1csnn1)C(C(=O)NC1CCCCC1)c1ccc(Cl)cc1 (centres undefined)	0%	-3%	-16%	-0.4	-24%
8	CCOC(=O)c1c(NC(=O)CSc2nnc(-c3ccccc3)o2)sc(C(C)=O)c1C	-4%	?	-10%	0.6	-22%
9	Cc1cccc(-c2ccc3c(c2)C2CC3CCN2)c1 (centres undefined)	2%[38.3 µM]	9%	?	/	-21%
10	O=C(N/N=C/c1cc(Br)c(Br)o1)c1cccnc1	7%	?	?	0.1	?
11	CN1CCN(C(=O)C2CC(=O)N(c3ccc(F)c(Cl)c3)C2)CC1 (centres undefined)	-5%	-3%	-15%	0.7	-25%
12	COc1ccc(C2CC(c3ccc(Cl)cc3)=NN2C(C)=O)cc1 (centres undefined)	6%	-5%	11%[57.1 µM]	0.3	-19%

item	D2 antag	TRHR agonist	TrxR1 substrate	TRHR PAM
1	/	/	-5%	/
2	5	-0.3	5%	0
3	-4	0.4	2%[57.1 µM]	-3
4	/	-0.8	10%[11.4 µM]	19
5	-19	-0.6	-6%	3
6	5	-0.3	5%	3
7	13	-0.1	-13%	8
8	4	-0.3	-13%	-2
9	/	/	0%	/
10	10	0.4	-16%	-7
11	1	1.3	-4%	2
12	13	-0.1	3%[57.1 µM]	5

The list continues:
item	canonical_smiles	mIDH1 inhibitor	Pin1 inh	TrxR1 inh	D2 ag	USP1 inh
13	O=C(Cn1cc(C(=O)C2CC2)c2ccccc21)Nc1ccc(Br)cc1	-7%	5%	32%	/	21%
14	O=C(CN1CCC(c2nc3ccccc3s2)CC1)NCc1ccccc1	6%	0%	?	0.0	-19%
15	Cc1ccc(-c2csc(C3=C(O)CN(NC(=O)c4ccc([N+](=O)[O-])cc4)C3=N)n2)cc1	2%	-3%	-2%[57.1 µM]	1.0	-12%
16	CC(=O)Nc1ccc2nc(NC(=O)COc3ccccc3)sc2c1	0%	-3%	9%[57.1 µM]	-0.5	-19%
17	Cc1cc2c(c(=O)o1)C(C13C=CC(CC1)C3)C(C#N)=C(N)O2 (centres undefined)	5%	?	4%[57.1 µM]	-1.2	-21%
18	CC[C@H](C)[C@H](NC(N)=O)C(=O)NCCc1ccc(Cl)cc1Cl	-5%	1%	12%[57.1 µM]	/	-19%
19	O=C(Cc1ccc(-n2c(=O)c3ccccc3n(Cc3ccccc3F)c2=O)cc1)NCC1CCCO1 (centres undefined)	9%	49%[activator]	15%	1.0	-6%
20	COc1ccc(NC(=O)C2CC(=O)N=C(N)S2)cc1 (centres undefined)	-6%	2%	12%[57.1 µM]	-0.1	-17%
21	N#CC1=C(N)NC(SCC(=O)Nc2ccccc2)=C(C#N)C12CCCCC2	11%	-3%	9%	0.2	-15%
22	Oc1c(CN2CCOCC2)cc(COCc2ccccc2)c2cccnc12	8%	-3%	?	0.8	-14%
23	CC(C)CNC(=S)N1CCC(C(=O)c2ccc(F)cc2)CC1	7%	-5%	11%	-0.1	-19%
24	CCCOc1ccc(Oc2nc(NCC(C)C)nc(N(C)C)n2)nn1	27%	27%	3%	/	-19%

item	D2 antag	TRHR agonist	TrxR1 substrate	TRHR PAM
13	/	2.7	1%	4
14	2	-0.5	-6%	-2
15	-1	0.4	-8%[57.1 µM]	-2
16	4	-0.4	6%[57.1 µM]	-1
17	-12	-1.5	9%[57.1 µM]	11
18	/	-0.9	-5%	14
19	-7	0.4	10%	2
20	2	1.4	2%[57.1 µM]	-3
21	4	0.0	0%	9
22	3	0.4	-12%	-1
23	2	0.8	2%	-6
24	/	-0.1	1%	-5

Of the compounds above, these contain a cyano group.
item	canonical_smiles	mIDH1 inhibitor	Pin1 inh	TrxR1 inh	D2 ag	USP1 inh
17	Cc1cc2c(c(=O)o1)C(C13C=CC(CC1)C3)C(C#N)=C(N)O2 (centres undefined)	5%	?	4%[57.1 µM]	-1.2	-21%
21	N#CC1=C(N)NC(SCC(=O)Nc2ccccc2)=C(C#N)C12CCCCC2	11%	-3%	9%	0.2	-15%

item	D2 antag	TRHR agonist	TrxR1 substrate	TRHR PAM
17	-12	-1.5	9%[57.1 µM]	11
21	4	0.0	0%	9

(list continues)
item	canonical_smiles	mIDH1 inhibitor	Pin1 inh	TrxR1 inh	D2 ag	USP1 inh
25	NS(=O)(=O)c1ccc(CCNS(=O)(=O)c2ccc3c(c2)NC(=O)CO3)cc1	-12%	-10%	14%	/	-5%
26	CCOC(=O)c1c(C)n(-c2ccc(OC)cc2)c2ccc(O)c(CN(C)C)c12	-9%	1%	18%	0.6	?
27	CCC(CC)C(=O)N1CCc2cc(OC)c(OC)cc2C1COc1ccc(F)cc1 (centres undefined)	1%	6%	4%[57.1 µM]	0.5	-29%
28	CCCN1CCCc2cc(CN(CCCN3CCOCC3)C(=O)Nc3ccc(Cl)c(Cl)c3)ccc21	11%	11%	14%[57.1 µM]	0.0	-27%
29	CN(C)S(=O)(=O)N1CCC(Oc2cccc(C(=O)NCCCC3CCCC3)c2)CC1	12%	-1%	-16%	1.1	-20%
30	CC(C)CN(CCCNC(=O)c1cc(-c2cccs2)nc2ccccc12)CC(C)C	-2%	-1%	-3%	/	-1%
31	Cc1cccn2c(=O)c(C=NCc3ccco3)c(Nc3ccc(SC(F)F)cc3)nc12	3%	10%	6%	-0.4	-22%
32	COc1ccc(N2CCN(Cc3nc4c(c(=O)[nH]c(=O)n4C)n3CC(C)=O)CC2)cc1	15%	0%	28%	0.0	-18%
33	CN(C(=O)COC(=O)c1ccc(Br)c([N+](=O)[O-])c1)c1c(N)n(Cc2ccccc2)c(=O)[nH]c1=O	10%	3%	40µM*	0.1	-12%
34	NC(=O)C1CCN(C(=O)c2ccc3nc(N4CCCCC4)sc3c2)CC1	2%	7%	0%	-0.1	-9%
35	COc1ccc(S(=O)(=O)N2CCC(C(=O)NC(C)c3ccccc3)CC2)cc1 (centres undefined)	11%	2%	17%	-0.2	-11%
36	CCc1nn(CC(=O)NCc2cccnc2)c(=O)c2cc3occc3n12	-7%	-2%	10%	-0.4	-10%

item	D2 antag	TRHR agonist	TrxR1 substrate	TRHR PAM
25	/	1.4	0%	-3
26	-2	2.8	2%	-8
27	/	-0.2	-1%[57.1 µM]	-1
28	/	0.5	4%[57.1 µM]	2
29	-9	1.3	2%	-9
30	/	0.3	52%[activator]	4
31	2	0.7	-4%	1
32	-16	-1.1	13%	16
33	-17	0.5	-7%	11
34	-11	0.0	-3%	2
35	/	0.1	4%	1
36	-11	0.4	2%	3

The list goes on:
item	canonical_smiles	mIDH1 inhibitor	Pin1 inh	TrxR1 inh	D2 ag	USP1 inh
37	CCN1CCN(C(=O)CN(CCc2ccccc2)S(C)(=O)=O)CC1	-2%	-7%	16%	-0.5	-6%
38	O=C(O)c1[nH]c2ccccc2c1C(c1c(F)cccc1Cl)c1c(C(=O)O)[nH]c2ccccc12	-12%	-15%	13%	-0.5	-22%
39	Cc1ccc2nc(-c3ccccc3N)[nH]c2c1	20%	?	77%	0.1	-7%
40	CCC(CC)C(=O)c1c[nH]c(C(=O)NN)c1	15%	-4%	24%	2.2	2%
41	O=C(O)c1ccccc1N(Cc1ccccc1)C(=O)CO/N=C/c1ccccc1	13%	2%	52%[activator]	1.1	-14%
42	Cc1cc(C)cc(NC(=S)NCC2CCCO2)c1 (centres undefined)	2%	-3%	-7%[57.1 µM]	1.2	0%
43	CC(C)(C)NCCOc1ccc2ccccc2c1	-15%	1%	20%	2.6	-11%
44	COc1cc(CNCCc2c[nH]c3ccccc23)ccc1OCc1ccccc1F	6%	-3%	14%	0.2	-10%
45	Cc1ccc(NC(=O)c2c(C)oc3ncnc(N4CCCCC4)c23)c(C)c1	8%	1%	-4%	-0.3	-20%

item	D2 antag	TRHR agonist	TrxR1 substrate	TRHR PAM
37	-13	0.0	4%	-1
38	-10	0.0	8%[2.29 µM]	8
39	1	-1.6	68%[activator][57.1 µM]	8
40	-11	0.1	0%	18
41	1	0.1	17%	4
42	-4	-0.7	5%[57.1 µM]	0
43	45*	1.8	-7%	3
44	24	2.1	6%	0
45	/	-0.8	-6%	8

These rows are one share of the data; count on the stated rates, not on these rows.
